# Dynein transport = dynein cargo transport inhibition; 3617.4 mouse cells, GR-EGFP nuclear translocation imaging; test concentration mostly 20 µM; stimulated with dexamethasone, 1 µM; hits give low values; z-score, hits read low; 220,000 compounds, 0.47% hits;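 active means plate z-score of nuclear minus cytoplasmic receptor signal below a set negative limit, without overly bright fluorescence or cell loss, cut at about -3.5 in these data, passing the limit was not always enough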;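 further: z-score of nuclear minus cytoplasmic ring GR-EGFP intensity difference per well; some compounds called inactive have numbers as strong as hits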
#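 Schedule: 48 h induction, then 1 h compound, then 30 min agonist, 37 °C. Buffer or medium: tetracycline-free induction medium containing charcoal-stripped FBS. Reagent: 1.0 µM final dexamethasone stimulus. Evaluation: nuclear versus cytoplasmic GR-EGFP signal, averaged per well. Signal: high-content fluorescence imaging after fixation.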
# M17LAP inhibition = P. falciparum M17LAP inhibitors, primary screen, biochemical, fluorogenic H-Leu-NHMec substrate, 1536-well (AID 1619); recombinant M17LAP, H-Leu-NHMec fluorogenic kinetic assay; higher % means a stronger effect; inhibition, % at 30 µM; hits with a dose series show IC50 in µM; 220,000 compounds, 0.38% hits;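 active means compound inhibiting the enzyme by more than half at any dose during confirmatory dose-response retesting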;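 further: plate controls were full reaction with DMSO carrier for no effect and no enzyme background for full effect; strong numbers were not always called active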
# KOR beta-arrestin-1 = KOR agonists, beta-arrestin recruitment, primary screen, cell-based, luminescence, uHTS (AID 1777). KOR beta-arrestin recruitment, luminescence; higher % means a stronger effect. activation, % at 10 µM; hits with a dose series show EC50 in µM. 280,000 compounds, 0.02% hits; in the data active means activation above about 50%, passing the limit was not always enough; further: a part of the inactive calls stands beside numbers as strong as those of hits
# M1AAP inhibition = malaria alanyl aminopeptidase activity blockers – biochemical, fluorogenic H-Leu-NHMec substrate, 1536-well (AID 1445) | recombinant M1AAP, H-Leu-NHMec fluorogenic kinetic assay; higher % means a stronger effect | 220,000 compounds, 0.42% hits | inhibition, % at 30 µM, or IC50 in µM where a hit was titrated;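 active means primary inhibition above the hit cutoff, then over 50% inhibition at one or more dose response concentrations, cut at about 23% in these data, passing the limit was not always enough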;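 further: plate controls were DMSO full reaction for no effect and no enzyme background for full effect; strong numbers were not always called active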
# AID2073 = inhibitors of Mint1-CaV2.2 protein interaction, biochemical, HTRF (AID 2073). HTRF protein-protein interaction, Mint1-CaV2.2; higher % means a stronger effect. inhibition, % at 20 µM; hits with a dose series show IC50 in µM. 290,000 compounds, 0.19% hits; in the data active means inhibition mostly above about 51%, no sharp cut-off; further: some results filed as inactive read as strong as hits
# GPR55 activation = GPR55 agonists via beta-arrestin recruitment, primary screen, imaging, U2OS cells, beta-arrestin-GFP redistribution (AID 1961) | one-dose activation, % at 10 µM; EC50 in µM for titrated hits | U2OS GPR55 beta-arrestin-GFP redistribution imaging; higher % means a stronger effect | 290,000 compounds, 0.048% hits;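 active means activation above 40% with more than 50 cells counted in the well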;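 further: U2OS osteosarcoma cells stably expressing GPR55 and beta-arrestin-GFP; plate controls were DMSO negative control for no effect and LPI positive control for full effect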
# NOD1 NF-kB reporter = NOD1 signaling inhibitors, primary screen, cell-based, luminescence, uHTS (AID 1578) | one-dose inhibition, % at 4 µM; EC50 in µM for titrated hits | NOD1-driven NF-kB luciferase reporter cells, luminescence; higher % means a stronger effect | 290,000 compounds, 1% hits; in the data active means inhibition mostly above about 36%, no sharp cut-off; inactive means mostly below about 34%;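 further: HEK-293T reporter cells stimulated with the NOD1 agonist gamma-tri-DAP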
# NOD2 inhibition = inhibition of NOD2-driven NF-kB reporter – cell-based, luminescence, uHTS, HEK293 (AID 1566) | inhibition, % at 4 µM, or EC50 in µM where a hit was titrated | 290,000 compounds, 0.63% hits | HEK293 NOD2/NF-kB luciferase reporter, luminescence; higher % means a stronger effect; further: many of its hits are not listed in these tables
# KOR beta-arrestin-2 = KOR antagonists, beta-arrestin recruitment, cell-based, luminescence, uHTS (AID 1778). KOR beta-arrestin recruitment, luminescence, antagonist mode; higher % means a stronger effect. inhibition, % at 10 µM; hits with a dose series show IC50 in µM. 290,000 compounds, 0.091% hits; further: strong numbers were not always called active
# Dynein transport cytoplasmic EGFP = second read-out of Dynein transport, no call of its own (marks repeat the call); z-score; measured here: cytoplasmic GR-EGFP intensity; hits give high values
# Dynein transport nuclear GR-EGFP = recorded beside Dynein transport, whose call it bears; z-score; measured here: nuclear GR-EGFP intensity;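 lower value marks the stronger effect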
# Dynein transport cell count = also measured in Dynein transport; calls as there; z-score; measured here: cell count per field
# * marks the source's active call; other numbers are inactive results; / = no result given; [ ] = remark or other dose. Unless noted, no stated cut-off is given here; in the data, active means inhibition above about 50%; inactive means the rest. Only part of the results is shown; the hit share may differ from the screen's.
# Results follow in this order: GPR55 activation	KOR beta-arrestin-2	AID2073	M1AAP inhibition	NOD2 inhibition	KOR beta-arrestin-1	Dynein transport cytoplasmic EGFP	Dynein transport	Dynein transport cell count	M17LAP inhibition	NOD1 NF-kB reporter	Dynein transport nuclear GR-EGFP
1) CC1=C/C(=N\OC(=O)/C=C/c2ccccc2)C(C)=CC1=O
  0.3%	-2.9%	-3.5%	0.5%	17.5%	2.7%	-0.173	-0.465	0.74	-12.4%	10.9%	-0.221
2) CCOC(=O)C1=C(C)N(c2ccccc2)C(=O)/C1=C\c1ccc(O)c(OC)c1
  -0.3%	/	-63.0%	7.8%	-33.8%	-2.5%	0.354	-3.29	1.25	15.7%	-7.9%	-1.56
3) CCC(=O)Nc1c(-c2ccc(C)cc2)c(=O)c2ccccc2n1C
  -0.2%	-2.3%	9.2%	/	5.4%	7.3%	/	/	/	/	-9.4%	/
4) O=C(NCc1ccco1)C(=O)NCC1OCCN1S(=O)(=O)c1ccccc1 (centres undefined)
  -0.3%	2.8%	16.9%	3.4%	-0.1%	1.3%	-0.199	-0.489	-0.0265	-4.8%	-20.0%	0.537
5) C=CCn1c(SCC(=O)N2CCc3ccccc3C2)nc2sc(C)c(C)c2c1=O
  -0.2%	-17.6%	31.7%	-0.2%	17.4%	-5.8%	-0.21	0.191	0.44	-1.4%	21.8%	0.15
6) CSc1nnc2ccc(-c3ccc(C)cc3)nn12
  -0.1%	3.1%	23.9%	/	7.3%	-1.0%	/	/	/	/	-26.2%	/
7) O=C(Cc1ccccc1)NNS(=O)(=O)c1ccccc1[N+](=O)[O-]
  -0.1%	-18.7%	7.8%	/	2.0%	-2.9%	/	/	/	/	-29.2%	/
8) CC1CC(C)CN(S(=O)(=O)c2ccc3c(c2)oc(=O)n3CC(=O)NCc2cccnc2)C1 (centres undefined)
  -0.1%	23.0%	-0.7%	2.5%	14.8%	-1.0%	-0.204	-0.219	0.362	4.4%	-2.2%	0.307
9) COc1ccc(C(CC(=O)N2CCCC2)C(C)C)cc1 (centres undefined)
  0.0%	34.0%	4.8%	/	-6.1%	-0.6%	/	/	/	/	1.8%	/
10) CC(=O)c1sc(-c2ccccc2Cl)nc1C
  0.4%	6.0%	-3.5%	4.8%	13.0%	-5.6%	-0.318	-0.0348	0.347	-1.8%	-24.2%	-0.163
11) O=C(COC(=O)c1ccc(Br)cc1)NCc1ccccc1
  -0.1%	18.2%	0.2%	19.9%	13.1%	0.1%	-0.251	-0.575	0.571	2.4%	-17.7%	-0.475
12) COc1cc(CCCN2C(=O)C(=O)NC[C@@H]2c2ccccc2)cc(OC)c1OC
  -0.1%	7.3%	20.9%	2.1%	-6.0%	-5.7%	-0.741	-0.159	0.433	9.9%	-13.1%	0.0233
13) COc1cc(/C=N/NC(=O)CSc2ccccn2)ccc1O
  -0.2%	14.5%	0.1%	8.0%	7.0%	4.9%	-0.18	1.71	-1.21	16.6%	-10.6%	0.834
14) CCN(c1ccccc1)S(=O)(=O)c1ccc(F)cc1
  -0.1%	9.5%	-6.6%	-3.3%	6.6%	-1.4%	-0.187	-0.667	0.892	-4.1%	-3.1%	-0.89
15) Cc1ccc(N)cc1-n1c(C)ccc1C
  -0.1%	-9.0%	-5.9%	-3.3%	15.1%	-3.5%	0.797	1.14	-0.529	-3.4%	5.2%	0.408
16) CN(C)c1ccc(C(=O)Nc2ccc(O)c3c(=O)cc(-c4ccccc4Cl)oc23)cc1
  0.0%	-2.7%	7.1%	12.4%	8.3%	3.8%	-0.777	1.26	-0.473	17.7%	6.9%	0.779
17) O=C(Nc1cc([N+](=O)[O-])ccc1Cl)C1CC1
  -0.2%	-14.1%	-7.1%	0.3%	12.8%	2.5%	-0.276	-0.464	0.495	1.4%	15.0%	0.344
18) CCN(Cc1ccccc1)C(=O)C1CCN(C(=O)Nc2ccccc2)CC1
  0.0%	11.2%	7.7%	/	-6.1%	2.1%	/	/	/	/	-33.6%	/
19) O=C(NCc1ccco1)C1CCN(C(=O)c2cc3sccc3n2Cc2ccc(F)cc2)CC1
  -0.2%	-12.6%	-4.5%	15.4%	10.6%	-3.1%	-0.118	-0.962	-0.993	0.9%	9.9%	-0.1
20) O=C(CN1CCOCCOCCOCC1)Nc1ccccc1
  0.2%	-9.6%	2.2%	-3.0%	10.3%	0.3%	-0.00427	-0.654	1.78	-0.2%	-11.5%	-0.314
21) COc1ccc(S(=O)(=O)NCC2CCCN(C(=O)c3ccccc3)C2)cc1 (centres undefined)
  0.1%	-1.6%	-8.2%	1.4%	3.6%	4.3%	-0.347	0.221	0.903	10.6%	17.8%	0.146
22) O=C(Nc1ccc(Cc2nc3ccccc3s2)cc1)c1ccncc1
  1.0%	3.8%	0.8%	/	40.0%	-1.2%	/	/	/	/	0.2%	/
23) COc1ccc(NC(=O)CSc2nnc(-c3cccnc3)s2)cc1
  0.2%	-7.2%	10.2%	/	-1.3%	-2.6%	/	/	/	/	-24.4%	/
24) COc1ccc(Cn2nnnc2C(c2ccc(N(C)C)cc2)N2CCC(C)CC2)cc1 (centres undefined)
  0.2%	-10.5%	-2.4%	17.7%	-18.4%	1.9%	-0.169	-0.0983	-0.409	13.4%	-28.1%	0.27
25) O=C1CN(C(=O)c2ccccc2Cl)c2ccccc2N1
  -0.2%	13.0%[20 µM]	-6.7%	/	2.5%	-2.1%	/	/	/	/	-34.4%	/
26) Cc1cccc(OCC(=O)Nc2ccc3c(c2)nc(CN2CCCCC2)n3C)c1
  -0.1%	20.2%	3.0%	/	39.2%	4.9%	0.251	-0.212	-0.194	/	3.2%	0.519
27) COc1ccc(N2CCN(C(C)=C3C(=O)c4ccccc4C3=O)CC2)cc1
  0.2%	-7.5%[20 µM]	-5.9%	10.2%	5.6%	-3.6%	-0.238	-0.429	-0.439	10.3%	-8.4%	-0.042
28) CC1(c2ccccc2)NC(=O)N(N)C1=O (centres undefined)
  -0.6%	-3.2%	-14.6%	7.7%	15.7%	-4.7%	-0.297	-0.141	0.0379	3.1%	-6.8%	0.0868
29) O=S(=O)(Cc1ccccc1)N1CCC(N2CCN(c3ccccc3)CC2)CC1
  -0.2%	23.9%	-15.1%	-0.6%	-5.0%	-3.1%	-0.162	-0.204	0.348	11.6%	-19.7%	0.104
30) CC(C)c1ccc(N(C(=O)CNC(=O)c2ccco2)C(C(=O)NC2CCCC2)c2cccnc2)cc1 (centres undefined)
  -0.2%	-40.9%	4.5%	/	7.3%	0.9%	/	/	/	/	-14.3%	/
31) CS(=O)(=O)N(Cc1ccccc1)c1ccc(C(=O)Nc2ccc(C(N)=O)cc2)cc1
  -0.1%	32.1%	9.5%	/	-14.7%	-5.0%	/	/	/	/	55.1%	/
32) COc1cc(NC(=S)NCCCN2CCOCC2)cc(OC)c1OC
  0.2%	-16.6%[20 µM]	-0.6%	-1.4%	4.8%	-3.5%	1.77	-0.0319	0.122	4.1%	-15.1%	0.173
33) O=C(C1=C(O)C(=O)N(CCCn2ccnc2)C1c1ccc(F)cc1)c1ccco1 (centres undefined)
  0.0%	30.1%	15.2%	/	-7.0%	5.9%	/	/	/	/	-12.8%	/
34) O=C(c1ccco1)N1CCN(CC(O)Cn2c3ccccc3c3ccccc32)CC1 (centres undefined)
  -0.1%	-1.0%	-9.1%	-3.8%	-20.2%	4.8%	0.29	0.142	-0.382	1.8%	-2.5%	0.442
35) Cc1ccc2cc(C#N)c(N3CCCN(S(=O)(=O)c4ccc(F)cc4)CC3)nc2c1
  -0.2%	-30.8%	28.2%	-1.7%	-7.1%	-1.6%	-0.162	-0.123	-0.738	-9.8%	-12.5%	-0.247
36) CCC(=O)Oc1cccc(C(=O)Nc2cccc(NC(=O)c3ccco3)c2)c1
  0.0%	7.7%	9.0%	/	11.7%	-3.2%	/	/	/	/	-6.0%	/
37) O=C(NCc1ccco1)c1ccc2nccnc2c1
  0.2%	-4.7%	7.4%	/	1.7%	0.7%	/	/	/	/	-13.4%	/
38) COc1cc(CNCCCN2CCOCC2)c(Br)cc1OC(C)C
  -0.1%	9.9%[20 µM]	6.2%	/	-22.8%	-4.9%	/	/	/	/	-25.8%	/
39) O=C(CN1C(=O)CSc2ccccc21)NCCC1=CCCCC1
  0.0%	-6.2%	2.1%	5.4%	13.4%	-2.1%	-0.237	0.498	0.569	2.1%	2.6%	-0.106
40) COc1ccc(NC(=O)Nc2ccc3c(c2)CCC3)c(OC)c1
  0.2%	-40.9%	-7.1%	5.7%	16.1%	-0.8%	-0.287	2.55	-1.03	2.5%	9.2%	1.09
41) CN(C)C1(CNC(=O)C2CCC(=O)N(CCc3ccc(Cl)cc3)C2)CCCCC1 (centres undefined)
  0.0%	25.1%	2.1%	/	-0.6%	2.1%	/	/	/	/	-25.2%	/
42) COC(=O)c1c(NC(=O)COC(=O)c2ccc(NC(=O)CC#N)cc2)sc2c1CCCCC2
  -0.1%	-60.9%[20 µM]	78.4%*	2.6%	21.2%	0.7%	0.618	0.0603	-0.306	4.7%	-46.5%	0.831
43) COc1ccc(NS(=O)(=O)c2ccc(C)c(NC(=O)c3ccc(C)c(S(=O)(=O)N4CCOCC4)c3)c2)cc1
  -0.2%	-29.3%	17.7%	1.9%	16.7%	2.5%	-0.27	0.314	-0.414	-15.9%	-9.5%	-0.087
44) COc1ccccc1OCCCCCc1c(C)n[nH]c1C
  0.3%	-13.4%	3.8%	-0.9%	36.6%	4.0%	-0.227	0.299	0.128	5.8%	12.9%	0.114
45) O=c1[nH][nH]cc1C=Nc1cc(Cl)ccc1O
  0.1%	-3.4%	0.1%	14.3µM*	6.8%	-2.7%	-0.168	0.382	0.43	6.7%	-7.8%	0.283
46) CC1CCN(c2nc3c(cc2C#N)COC(C)(C)C3)CC1
  -0.1%	-23.5%	1.4%	/	8.0%	-1.8%	-0.324	-0.863	1.65	/	-34.4%	-0.322
47) CC(C)Sc1nc(N2CCOCC2)c2c(c1C#N)CC(C)(C)SC2
  -0.2%	-70.0%	3.2%	-0.2%	4.6%	-2.5%	-0.245	-0.42	0.907	3.0%	-14.7%	-0.0146

# Assay outcomes: PubChem, several laboratories
